Nrf2 activator – Nrf2 pathway activation; AREc32 ARE-luciferase reporter (MCF7-derived line), luminescence, 24 h; Potency, µM (series often up to 46.1 µM), without a hit: at the highest dose activation, most hits filed as activators; 410,000 tested, 0.31% active; further: potency means the concentration at half of the fitted maximal effect; % of control where 0% means no effect; nearly all actives have a fitted effect of over 65% in size
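For detection, Steady-Glo was added and plates sat 30 min at RT; before that, AREc32_Fluc cells grown overnight in OPTI-MEM/5% FBS had been treated with 23 nL compound for 24 hr at 37 deg C.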
EPAC2 antagonist – EPAC2 (human) antagonism | Q8WZA2 | EPAC2 GEF exchange of Rap1B-BODIPY-GDP, fluorescence | Potency, µM (top dose mostly 114 µM), for inactives: at the highest dose activity, negative = inhibition, hits mostly inhibitors | 360,000 tested, 0.18% active; further: potency means the concentration at half of the fitted maximal effect; on the % scale 0 is the no-effect control and ±100 the full control effect; nearly all actives have a fitted effect of over 45% in size; many of its hits are not listed in these tables
Target sequence (Q8WZA2 whole entry, looked up): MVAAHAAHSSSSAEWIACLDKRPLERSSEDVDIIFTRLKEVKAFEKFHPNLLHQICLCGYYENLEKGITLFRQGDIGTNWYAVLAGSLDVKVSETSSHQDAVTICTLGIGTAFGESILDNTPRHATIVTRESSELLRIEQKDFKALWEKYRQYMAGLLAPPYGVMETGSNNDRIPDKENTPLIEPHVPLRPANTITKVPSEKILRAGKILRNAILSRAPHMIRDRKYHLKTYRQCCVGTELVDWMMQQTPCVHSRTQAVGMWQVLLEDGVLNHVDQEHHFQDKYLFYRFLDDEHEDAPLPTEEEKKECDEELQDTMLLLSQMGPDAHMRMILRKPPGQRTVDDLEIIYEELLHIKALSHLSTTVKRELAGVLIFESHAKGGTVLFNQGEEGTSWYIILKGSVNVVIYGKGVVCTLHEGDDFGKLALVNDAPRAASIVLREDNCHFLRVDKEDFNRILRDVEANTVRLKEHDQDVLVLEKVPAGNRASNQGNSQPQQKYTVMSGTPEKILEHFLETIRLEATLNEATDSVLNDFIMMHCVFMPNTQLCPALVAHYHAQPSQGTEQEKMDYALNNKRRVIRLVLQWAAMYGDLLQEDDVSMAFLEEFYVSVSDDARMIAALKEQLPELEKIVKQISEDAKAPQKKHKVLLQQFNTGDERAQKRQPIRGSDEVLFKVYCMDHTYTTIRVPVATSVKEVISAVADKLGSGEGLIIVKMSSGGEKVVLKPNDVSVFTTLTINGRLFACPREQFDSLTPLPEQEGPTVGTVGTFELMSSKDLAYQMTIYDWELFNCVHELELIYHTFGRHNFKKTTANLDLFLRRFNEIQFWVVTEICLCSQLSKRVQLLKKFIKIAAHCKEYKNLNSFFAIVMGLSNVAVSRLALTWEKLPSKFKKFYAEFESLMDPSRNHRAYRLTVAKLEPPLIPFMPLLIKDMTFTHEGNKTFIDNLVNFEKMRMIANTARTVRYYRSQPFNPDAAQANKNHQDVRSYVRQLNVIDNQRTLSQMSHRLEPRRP
A549 viability – A549 cytotoxicity, counter-screen for Nrf2 inhibitors; AID 504648; Potency, µM (titrated, usually from 46 µM), inactives show top-dose activity change, negative = cytotoxicity, most hits filed as inhibitors; A549 ARE-Fluc cells, CellTiter-Fluor viability, 18-24 h; 390,000 tested, 0.16% active; further: potency means the concentration at half of the fitted maximal effect; on the % scale 0 is the no-effect control and ±100 the full control effect
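A549 ARE-Fluc cells in 5% FBS OPTI-MEM, 5000 cells/well, rested 2 h then exposed to compounds in concentration-response for 18-24 h at 37 °C. Viability by CellTiter-Fluor fluorescence (Ex 405/Em 525) after 30 min; luciferase luminescence (BugLite, 15 min, RT) read afterwards.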
MmCpn inh – inhibitors of Methanococcus maripaludis chaperonin (MmCpn). purified Mm-Cpn ATPase, ADP Transcreener TR-FRET. Potency, µM (titrated, usually from 76.9 µM), for inactives: at the highest dose activity, negative = inhibition, hits mostly inhibitors. 330,000 tested, 0.031% active. AID 504842; further: potency means the concentration at half of the fitted maximal effect; on the % scale 0 is the no-effect control and ±100 the full control effect; nearly all actives have a fitted effect of over 80% in size
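Compound-treated chaperonin, 25 nM final, turns over 10 uM ATP at 37°C for 30 min following a 10 min preincubation; ADP generated competes with ADP-d2 for Eu-cryptate antibody, lowering FRET.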
EPAC2 agonist – agonists of human EPAC2 (RAPGEF4); Potency, µM (series often up to 154 µM), for the others: at the highest dose activation, actives largely listed as activators; 360,000 tested, 0.079% active; EPAC2 activation, biochemical qHTS; response scale: 100% = 6.5 mM cAMP response; AID 720711; Q8WZA2; further: potency means the concentration at half of the fitted maximal effect; nearly all actives have a fitted effect of over 50% in size
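Guanine nucleotide exchange by EPAC2 is measured as reduced fluorescence of BODIPY-GDP once it is released from 250 nM Rap1B. Plates are read kinetically for 30 min at room temperature; results are scaled to 6.5 mM cAMP.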
CCT modulator – changes cytosolic chaperonin activity | purified chaperonin ATPase assay, HTRF ADP detection, 30 min | activity change, % (no concentration beside the values), hits read low | 360,000 tested, 0.3% active; in the data active means activity change below about -30%; further: on the % scale 0 is the no-effect control and ±100 the full control effect
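ATPase activity: ADP formed was measured by HTRF Transcreener (665/615 nm ratio) after 30 min at 37 deg C with 10 uM ATP. Compounds screened at one 76 uM concentration against 40 or 20 nM TRiC in Tris pH 7.4/KCl/MgCl2/DTT buffer.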
Nrf2 block – blocks Nrf2 signaling; A549 ARE-Fluc reporter, luciferase luminescence, 18-24 h; Potency, µM (titrated, usually from 46 µM), for the others: at the top dose activity change, negative = inhibition, actives largely listed as inhibitors; 360,000 tested, 2.1% active; AID 504444; further: potency means the concentration at half of the fitted maximal effect; on the % scale 0 is the no-effect control and ±100 the full control effect; nearly all actives have a fitted effect of over 60% in size
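A549 ARE_Fluc cells, 5000/well, 5% FBS OPTI-MEM; compounds in dose-response, 18-24 h at 37 °C/5% CO2; CellTiter-Fluor viability read (Ex 405/Em 525), then BugLite luciferase luminescence = Nrf2 activity.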
Akt phos inh – blocks phosphorylation of Akt; 360,000 tested, 0.32% active; Neuro2A IGF-stimulated pAkt S473 HTRF, 20 min; hits give low values; AID 651550; activity change, % for hits at 50 µM; in the data active means activity change below about -80%; inconclusive means mostly about -51% to -80%; further: on the % scale 0 is the no-effect control and ±100 the full control effect
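Neuro2A cells (4,500/well, DMEM with 0.5% FBS) were treated with compound at a single 50 µM final concentration, stimulated with 6 nM IGF for 20 min at 37 °C, and lysed. Phospho-Akt Ser473 was read by HTRF as 665/615 ratio ×10^4.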
TGFb inhibitor – TGF-b pathway inhibition; Potency, µM (highest dose often 46.1 µM), for the others: top-dose activity, negative = inhibition, hits mostly inhibitors; 410,000 tested, 1.2% active; AID 588855; HepG2 CAGA-GFP TGF-b/SMAD3 reporter, GFP fluorescence, 18 h; TGF-beta stimulated, 500 pg/mL final; further: potency means the concentration at half of the fitted maximal effect; on the % scale 0 is the no-effect control and ±100 the full control effect; nearly all actives have a fitted effect of over 65% in size
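Smad-responsive CAGA-GFP expression was quantified in HEPG2 cells exposed to compounds and 500 pg/mL final TGF-beta for 18 h at 37 degrees C; unstimulated wells defined full inhibition.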
Active calls of the source: *; i = inactive; ? = inconclusive; . = not tested or not shown; & = joins results of further samples; [ ] = dose if it differs, or a comment. Unless noted, the call rests on the fitted dose curve; in most records, active means well fitted curve in the direction sought with a large enough effect; inconclusive means small, poorly fitted or top-dose-only effect, or another doubt; inactive means no such curve, though single readings can be large; an effect the other way counts as inactive or inconclusive. Not all compounds are listed; rates above refer to the full screens.

SMILES | Nrf2 activator | EPAC2 antagonist | A549 viability | MmCpn inh | EPAC2 agonist | CCT modulator | Nrf2 block | Akt phos inh | TGFb inhibitor
O=c1cc2c(c(-c3ccccc3)n1Cc1ccccc1)[C@@H](CCO)NC2 | -1.2% | 0% | -1% | . | 5% | -2.4 | 4% | i | 7%
CCOc1ccccc1C(=O)NC(C(=O)OCC(=O)NNC(=O)c1cccs1)C(C)C (configuration not stated) | -0.1% | -16% | . | . | 15% | 1.7 | . | i | -9%
COc1cccc(C(=O)Nc2c(C)n[nH]c2C)c1 | -0.4% | -4% | 0% | -1% | 1% | -75* | -10% | i | 15%
CC(=O)Nc1ccc(C2Sc3ccccc3NC3=C2C(=O)c2ccccc23)cc1 (configuration not stated) | ? | . | -18% | . | . | . | 16% | . | ?
O=C(CCN1C(=O)/C(=C/c2ccc(F)cc2)SC1=S)N[C@@H](CO)Cc1ccccc1 | 20% | 3% | -7% | -6% | -1% | -0.4 | -1% | . | -22%
COc1ccc(NC(=O)COC(=O)c2ccc(S(=O)(=O)N3CC(C)CC(C)C3)cc2)cc1OC (configuration not stated) | -0.1% | -17% | . | . | -11% | -0.1 | . | i | -4%
CCN(CC)S(=O)(=O)c1ccc(N2CC(C(=O)NCCc3ccc(Cl)cc3)CC2=O)cc1 (configuration not stated) | -0.3% | 4% | 1% | -2% | -7% | -0.2 | -4% | i | 2%
Cc1cccn(Cc2c(F)cccc2Cl)c1=O | 0.0% | 8% | -3% | -1% | 17% | 2.3 | 0% | i | 20%
COC(=O)c1cc(-c2c(-c3ccc4c(c3)OCO4)noc2-c2ccsc2)cc([N+](=O)[O-])c1 | 4.8% | -14% | 9% | 0% | 1% | 1.9 | 4% | i | -14%&-14%
CCCN(CC(=O)Nc1cc(C)on1)CC(=O)Nc1ccccc1C | -0.1% | -3% | -1% | 1% | 2% | -1.8 | -2% | i | -1%
CC(C)(C)c1ccc(-n2ncc3c2CCCC3NC(=O)c2csnn2)cc1 (configuration not stated) | -1.0% | -1% | 1% | -2% | 0% | 1.0 | ? | i | -2%
Cc1cc2c([nH]c3ccccc32)c(C)n1 | 0.0% | -5% | -2% | -2% | 0% | 2.2 | -13% | i | -5%
Cc1ccc(Cn2c(SCC(=O)NCC3CCCO3)nc3ccsc3c2=O)cc1 (configuration not stated) | 1.8% | 8% | 1% | 3% | 9% | -4.2 | -17% | i | 8%
CCOC(=O)c1cc(C)sc1NC(=O)C(c1ccccc1)c1ccccc1 | -0.3% | -12% | 11% | -2% | 11% | 2.8 | 1% | i | ?
O=C(O)CNC(=O)CCN1C(=O)c2ccccc2C1=O | 0.2% | 1% | -2% | 1% | -4% | 0.0 | 3% | i | 7%
COc1cc2ccccc2cc1C(=O)NC1CCC(C)CC1 (configuration not stated) | 3.7% | -21% | 2% | -4% | 23% | 1.1 | 14% | i | 0%
O=C(CSc1ncc(S(=O)(=O)c2ccc(Cl)cc2)c(=O)[nH]1)Nc1cccc(C(F)(F)F)c1 | 0.9% | . | -5% | . | . | . | 3%[9.27 µM] | . | ?
O=C(CNC(=O)c1ccccc1)OCc1nc2ccccc2s1 | 3.5% | 4% | 7% | 0% | 18% | -0.3 | 16% | i | -11%
CC(C)[C@H](NC(N)=O)C(=O)Nc1ccc(F)c(Cl)c1 | -0.1% | 8% | 1% | 2% | 1% | -1.7 | 0% | i | 2%
CCOc1ccc(NC(=O)CN2CCN(CC(=O)Nc3ccc(Cl)c(C(F)(F)F)c3)CC2)cc1 | 7.2% | -12% | ? | 2% | -8% | -1.1 | ? | i | ?
O=C(Cn1cc(SCc2ccc(Br)cc2)c2ccccc21)N1CCCCC1 | 6.1% | . | -4% | . | . | . | ? | . | ?
Cc1nc(N(C)C2CCCCC2)c2nnn(Cc3ccc(F)cc3)c2n1 | 0.0% | -19% | . | . | 4% | 0.3 | . | i | 1%
Cc1noc(/C=C/N(C)C)c1S(=O)(=O)N1CCC(C(=O)NC(C)(C)C)CC1 | 0.0% | 6% | 1% | 0% | -6% | -19 | 3% | i | 4%
Cc1ccc(/C=C/C(=O)OCC(=O)NCCc2ccc(S(N)(=O)=O)cc2)o1 | 4.8% | -4% | 3% | -1% | 7% | 1.3 | ? | i | 0%
C[C@@H]1C[C@H]2[C@@H]3CCC4=CC(=O)C=C[C@]4(C)[C@@]3(F)[C@@H](O)C[C@]2(C)[C@@]1(O)C(=O)COP(=O)(O)O | -1.1% | -10% | -2% | 4% | 2% | 0.3 | 0.023µM* | i | -7%

(continued)
SMILES | Nrf2 activator | EPAC2 antagonist | A549 viability | MmCpn inh | EPAC2 agonist | CCT modulator | Nrf2 block | Akt phos inh | TGFb inhibitor
CC(C)CS(=O)(=O)C1=NN2C(=N)/C(=C\c3ccc(OC(=O)c4ccco4)cc3)C(=O)N=C2S1 | -1.1% | -8% | -9% | 0% | -10% | 1.1 | 2% | i | -20%
CN(C)CCNC(=O)c1c(NC(=O)c2ccccc2)sc2c1CCCC2 | -1.1% | 6% | 0% | -2% | -5% | -0.1 | -19% | i | ?
O=S(=O)(c1ccc(F)cc1)N1CCc2ccccc21 | 0.5% | -24% | 27% | -1% | -1% | 1.3 | ? | i | -2%
CCOc1ccc(-n2c(SCC(=O)Nc3cccc(Cl)c3)nc3c(oc4ccccc43)c2=O)cc1 | 0.1% | . | 6% | . | . | . | -12%[9.27 µM] | . | -1%
Cc1nc(Nc2cccc(C(C)O)c2)c2nnn(Cc3ccccc3F)c2n1 (configuration not stated) | 4.9% | -1% | -5% | 1% | 0% | -0.4 | ? | i | 5%
CC1CN(C(=O)COC(=O)Cc2c(Cl)cccc2Cl)CC(C)O1 (configuration not stated) | 0.0% | 4% | -3% | 1% | -4% | -0.5 | 3% | i | 2%
CCS(=O)(=O)Nc1cccc(-c2cc(-c3ccccc3)c3cc(C)ccc3n2)c1 | -0.3% | -10% | -18% | -3% | 7% | -11 | ? | i | 0%
CC1(C)CC(=O)C(C=Nc2ccc3cn[nH]c3c2)=C(O)C1 | 2.9% | 0% | -11% | 0% | 7% | 1.9 | ? | i | -1%
CCc1nnc(NC(=O)C2=NN(C3CCS(=O)(=O)C3)C(=O)CC2)s1 (configuration not stated) | 0.2% | -19% | -2% | -5% | -9% | 2.4 | -19% | i | -22%
CCc1ccccc1NC(=O)CSc1ccsc1[N+](=O)[O-] | 2.6% | -5% | -15% | 0% | 3% | -6.4 | -12% | i | -2%
CCCOc1ccc(N2C(=O)CC(N(CCc3ccc(OC)c(OC)c3)C(=S)Nc3ccccc3)C2=O)cc1 (configuration not stated) | 4.0% | 0% | -4% | 2% | -14% | -4.8 | -19% | i | -12%
Cc1onc(-c2ccccc2)c1C(=O)N1CC(C)OC(C)C1 (configuration not stated) | -0.7% | 13% | -3% | -3% | 4% | 0.5 | -7% | i | 0%
CN(C)C(CNC(=O)c1sc2ccccc2c1Cl)c1ccco1 (configuration not stated) | 5.3% | 9% | . | . | 3% | -0.4 | . | i | 1%
CCN(C(=O)CSc1nnc(C)n1Cc1ccccc1)C1CCS(=O)(=O)C1 (configuration not stated) | 0.0% | 1% | 4% | 1% | 2% | -0.9 | 5% | i | 11%
CCc1ccccc1OCC(=O)Nc1nnc(C2CC2)s1 | -1.0% | 4% | . | . | 0% | -2.1 | . | i | -1%
O=C(CSc1nnc(-c2ccc(F)cc2)c2ccccc12)NCC1CCCO1 (configuration not stated) | 12% | 4% | 8% | -6% | 14% | -3.2 | ? | i | -18%
[C-]#[N+][C@H](O[C@@H]1O[C@H](CO)[C@@H](O)[C@H](O)[C@H]1O)c1ccccc1 | -0.1% | 4% | 6% | . | 4% | 1.9 | 0% | i | 5%
CCOc1ccc(S(=O)(=O)NCCCl)cc1 | 3.1% | -22% | 4% | 2% | -3% | 2.3 | 1% | i | -2%
Cc1cc(-c2nn(-c3ccccc3F)cc2CN2CCC(C(N)=O)CC2)c(C)s1 | 0.3% | -10% | -20% | 3% | -2% | -0.3 | ? | i | 0%
CC1(Cc2ccc3c(c2)OCO3)C(=O)Nc2ccc(-c3cccc(C(F)(F)F)c3)cc21 (configuration not stated) | -4.5% | -8% | . | . | 11% | 1.7 | . | i | ?
CCOc1ccc(-n2c(SCc3nc(-c4ccc(OC)cc4)no3)nnc2-c2ccncc2)cc1 | 5.8% | . | -12% | . | . | . | -30% | . | ?
Cc1ccc(C2=Nc3cccnc3C(c3ccccc3)=NN2)cc1 | 2.8% | -1% | 9% | -2% | 10% | 0.8 | ? | i | 6%
N#CC1=C(N)C(C#N)(C#N)[C@H](c2cccnc2)[C@H]2CN(C(=O)OCc3ccccc3)CC=C12 | 21% | 1% | -11% | -2% | 9% | 0.3 | ? | i | -28%
COc1ccccc1NC(=S)NC(=O)C(C)(C)C | -0.2% | 4% | 8%[1.84 µM] | 4% | -8% | 1.1 | 10% | i | -17%
C[C@@]12C(=O)Nc3ccccc3C(=O)N1[C@H]1c3cc(Br)ccc3OC[C@@H]1[C@@H]2c1ccccc1 | -0.1% | 11% | -2% | -9% | 6% | 0.7 | ? | i | ?
Cc1cc2nc(C3CCN(Cc4nnnn4Cc4cccs4)CC3)[nH]c2cc1C | -0.4% | -3% | 0% | 0% | 1% | -1.2 | . | i | -5%
Cc1ccc(S(=O)(=O)N2CCN(C(=O)CNC(=O)c3ccc(Cl)cc3)CC2)cc1 | 0.6% | -5% | 0% | -3% | 5% | 0.6 | 21µM* | i | 24%
